EPAC2 antagonist = qHTS for Antagonist of cAMP-regulated guanine nucleotide exchange factor 2 (EPAC2): primary screen; Potency, µM (highest dose often 114 µM), without a hit: at the top dose activity, negative = inhibition, hits mostly inhibitors; EPAC2 GEF exchange of Rap1B-BODIPY-GDP, fluorescence; hit rate 0.18% among 360,000; Rap guanine nucleotide exchange factor 4 (Homo sapiens), Q8WZA2; further: on the % scale 0 is the no-effect control and ±100 the full control effect; nearly all actives have a fitted effect of over 45% in size; many of its hits are not listed in these tables
Target sequence (Q8WZA2 whole entry, looked up): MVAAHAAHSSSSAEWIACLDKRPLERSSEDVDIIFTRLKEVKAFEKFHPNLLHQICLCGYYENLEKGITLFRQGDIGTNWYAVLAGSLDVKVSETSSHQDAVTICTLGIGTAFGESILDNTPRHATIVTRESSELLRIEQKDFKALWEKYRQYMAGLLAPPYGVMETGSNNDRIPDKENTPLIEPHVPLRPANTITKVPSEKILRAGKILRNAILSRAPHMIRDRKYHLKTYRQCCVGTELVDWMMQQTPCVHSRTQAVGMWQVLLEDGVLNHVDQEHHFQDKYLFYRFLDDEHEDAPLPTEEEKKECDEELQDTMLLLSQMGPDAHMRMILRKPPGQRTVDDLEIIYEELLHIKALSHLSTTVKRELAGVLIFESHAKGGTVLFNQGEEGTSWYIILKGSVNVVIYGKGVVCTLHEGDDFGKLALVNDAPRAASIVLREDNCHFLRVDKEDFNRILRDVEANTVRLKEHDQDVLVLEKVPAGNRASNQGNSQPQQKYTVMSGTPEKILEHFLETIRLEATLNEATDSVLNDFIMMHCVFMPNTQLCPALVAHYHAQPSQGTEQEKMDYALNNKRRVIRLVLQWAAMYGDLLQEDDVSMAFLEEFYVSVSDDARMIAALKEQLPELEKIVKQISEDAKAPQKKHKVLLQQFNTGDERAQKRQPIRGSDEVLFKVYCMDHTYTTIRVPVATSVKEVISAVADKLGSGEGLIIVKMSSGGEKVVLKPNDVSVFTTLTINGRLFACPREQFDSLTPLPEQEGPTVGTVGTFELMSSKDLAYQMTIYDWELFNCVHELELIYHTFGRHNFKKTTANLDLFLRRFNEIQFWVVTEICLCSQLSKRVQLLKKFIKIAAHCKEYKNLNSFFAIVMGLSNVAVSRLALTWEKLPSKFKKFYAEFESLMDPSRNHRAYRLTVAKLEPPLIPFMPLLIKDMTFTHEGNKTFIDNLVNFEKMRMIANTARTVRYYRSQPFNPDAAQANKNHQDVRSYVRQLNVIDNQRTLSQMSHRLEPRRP
HepG2 viability = qHTS for Inhibitors of TGF-b: Cytotox Counterscreen; AID 588856, 2011; HepG2 CAGA-GFP viability, ATP luminescence, 18 h; Potency, µM (highest dose often 46.1 µM), for inactives: top-dose activity change, negative = cytotoxicity, hits mostly cytotoxic; hit rate 0.76% among 410,000; further: some results filed as inactive show a strong effect at the top dose
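CellTiter-Glo luminescence gave cytotoxicity after 18 hours at 37 degrees C. The cells were HepG2 CAGA-GFP in 1% FBS DMEM, stimulated with 500 pg/mL TGF-beta after compound addition. %Activity was normalised to no-cell wells (complete cell-killing) and DMSO (no toxicity), and curves were fitted and classified.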
Nrf2 block = Nrf2 qHTS screen for inhibitors; A549 ARE-Fluc reporter, luciferase luminescence, 18-24 h; Potency, µM (highest dose often 46 µM), for inactives: at the top dose activity change, negative = inhibition, most hits filed as inhibitors; hit rate 2.1% among 360,000; AID 504444, 2011; further: on the % scale 0 is the no-effect control and ±100 the full control effect; nearly all actives have a fitted effect of over 60% in size
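Quantitative HTS in A549 cells stably bearing an antioxidant response element-firefly luciferase construct. Inhibition of Nrf2-driven transcription was scored by luminescence after 18-24 h of compound exposure at 37 °C.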
MCF10A rereplic = A quantitative high throughput screen for small molecules that induce DNA re-replication in MCF 10a normal breast cells; MCF 10A DNA re-replication, Hoechst nuclear intensity, 48 h; Potency, µM (series often up to 46.1 µM), for the others: at the top dose activity, positive = re-replication, hits mostly activators; AID 624296, 2012; hit rate 2.9% among 350,000; further: % of control where 0% means no effect; nearly all actives have a fitted effect of over 50% in size
TGFb SMAD3 inh = qHTS for Inhibitors of TGF-b; Potency, µM (titrated, usually from 46.1 µM), inactives show top-dose activity, negative = inhibition, actives largely listed as inhibitors; HepG2 CAGA-GFP TGF-b/SMAD3 reporter, GFP fluorescence, 18 h; TGF-beta stimulated, 500 pg/mL final; hit rate 1.2% among 410,000; AID 588855, 2011; further: on the % scale 0 is the no-effect control and ±100 the full control effect; nearly all actives have a fitted effect of over 65% in size
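Per well, imaged GFP fluorescence of HEPG2 CAGA-GFP cells gives the signal; cells get compound, then TGF-beta (500 pg/mL final), 18 h at 37 degrees C; %Activity versus -TGF-beta and +DMSO controls.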
A549 tox = Nrf2 qHTS screen for inhibitors: counterscreen for cytotoxicity | A549 ARE-Fluc cells, CellTiter-Fluor viability, 18-24 h | Potency, µM (doses to about 46 µM), for the others: at the top dose activity change, negative = cytotoxicity, usual class: inhibitors | hit rate 0.16% among 390,000 | AID 504648, 2011; further: on the % scale 0 is the no-effect control and ±100 the full control effect
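Cytotoxicity counterscreen: CellTiter-Fluor fluorescence was measured in A549 ARE_Fluc cells after 18-24 h of compound exposure in a concentration series. The subsequent BugLite luminescent read reports ARE-luciferase activity.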
S2 tox = Viability Counterscreen for Primary qHTS for Inhibitors of ATXN expression; S2 cells (HEK-293 line with an ATXN2-luciferase reporter) viability, CellTiter-Fluor protease fluorescence, 24 h; Potency, µM (series often up to 56.7 µM), actives largely listed as cytotoxic; hit rate 0.49% among 400,000; further: nearly all actives have a fitted effect of over 40% in size
Nrf2 ARE act = qHTS of Nrf2 Activators | AREc32 ARE-luciferase reporter (MCF7-derived line), luminescence, 24 h | Potency, µM (series often up to 46.1 µM), for inactives: top-dose activation, actives largely listed as activators | hit rate 0.31% among 410,000; further: % of control where 0% means no effect; nearly all actives have a fitted effect of over 65% in size
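Steps: seed AREc32_Fluc cells (1000/well, 5% FBS OPTI-MEM); incubate overnight at 37 deg C; add 23 nL compound; incubate 24 hr; add Steady-Glo; hold 30 min RT; read luminescence.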
ATXN2 expr inh = Primary qHTS for Inhibitors of ATXN expression | HEK-293 ATXN2-luciferase reporter, luminescence, 24 h | Potency, µM (highest dose often 57 µM), without a hit: at the highest dose activity change, negative = inhibition, hits mostly inhibitors | hit rate 0.72% among 360,000 | AID 1745845, 2022; further: on the % scale 0 is the no-effect control and ±100 the full control effect; nearly all actives have a fitted effect of over 55% in size
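qHTS (up to 57 uM final) was run with 24 h compound exposure of reporter cells at 37 °C. Each well was multiplexed: SteadyGlo luminescence measured ATXN2-luciferase expression after a fluorogenic Gly-Phe-AFC viability readout (25 uM final).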
An asterisk follows results filed as active. The call rests on the fitted dose curve; in most records, active means well fitted curve in the direction sought with a large enough effect; inconclusive means small, poorly fitted or top-dose-only effect, or another doubt; inactive means no such curve, though single readings can be large; an effect the other way counts as inactive or inconclusive. Potency means the concentration at half of the fitted maximal effect. This is a subset; rates above refer to the full screens.

How did O=C(c1ccco1)c1cn(CCOc2ccc(Cl)cc2)c2ccccc12 do in these assays?
HepG2 viability: -20.2%; Nrf2 block: 4.7%; TGFb SMAD3 inh: -15.8%; A549 tox: -1.0%; S2 tox: inactive; Nrf2 ARE act: 0.4%; ATXN2 expr inh: 7.8%

Results for Cc1ccc(N=CC2=C(O)CC(c3ccc(Cl)cc3)CC2=O)cc1 (configuration not stated) ?
EPAC2 antagonist: 9.8%; HepG2 viability: -6.8%; Nrf2 block: inconclusive; MCF10A rereplic: 5.1%; TGFb SMAD3 inh: 12.8%; A549 tox: -0.1%; S2 tox: inactive; Nrf2 ARE act: -0.4%; ATXN2 expr inh: -10.4%

What do the screens show for `Cc1ccc2nc(-c3ccc(F)cc3)c(Cc3cccc(Cl)c3)n2c1`?
EPAC2 antagonist: -3.9%; HepG2 viability: -41.6%; TGFb SMAD3 inh: inconclusive; S2 tox: inconclusive; Nrf2 ARE act: 1.2%; ATXN2 expr inh: -9.8%

What do the screens show for `CCN1C(=O)[C@H]2[C@@H](c3ccc(-c4cccc(Cl)c4)cc3)N[C@@](Cc3ccccc3)(C(=O)OC)[C@H]2C1=O`?
EPAC2 antagonist: 7.7%; HepG2 viability: -21.4%; Nrf2 block: -17.5%; MCF10A rereplic: 5.6%; TGFb SMAD3 inh: inconclusive; A549 tox: -7.1%; S2 tox: inactive; Nrf2 ARE act: 0.9%; ATXN2 expr inh: 4.4%

How did O=C(O)C(CCc1ccccc1)N1CCOCC1 (configuration not stated) do in these assays?
EPAC2 antagonist: 9.4%; HepG2 viability: -40.1%; TGFb SMAD3 inh: -14.2%; S2 tox: inactive; Nrf2 ARE act: -0.1%

What do the screens show for `COC(=O)c1c(NC(=O)C2CCCCC2)sc2c1CC(C)(C)NC2(C)C`?
EPAC2 antagonist: 3.2%; HepG2 viability: -50.1%; Nrf2 block: 3.6%; MCF10A rereplic: 36.3%; TGFb SMAD3 inh: -7.7%; A549 tox: -3.3%; S2 tox: inconclusive; Nrf2 ARE act: 0.2%; ATXN2 expr inh: -38.4%

What do the screens show for `Cc1ccc(CNC(=O)CNC(=O)[C@@H]2Cc3ccccc3CN2)cc1`?
EPAC2 antagonist: 9.9%; HepG2 viability: -4.4%; Nrf2 block: 5.7%; MCF10A rereplic: -4.0%; TGFb SMAD3 inh: -15.5%; A549 tox: -0.1%; S2 tox: inactive; Nrf2 ARE act: 0.1%; ATXN2 expr inh: 6.1%

How did Cn1c(SCC(=O)N/N=C/c2ccccn2)nnc1-c1ccccc1 do in these assays?
EPAC2 antagonist: 0.6%; HepG2 viability: 9.8%; Nrf2 block: 1.0%; MCF10A rereplic: -19.6%; TGFb SMAD3 inh: -0.5%; A549 tox: 8.7%; S2 tox: inactive; Nrf2 ARE act: 0.1%; ATXN2 expr inh: -1.6%

Results for COc1cccc(NC(=O)C(=O)NCC2CCCN2S(=O)(=O)c2cccs2)c1 (configuration not stated) ?
EPAC2 antagonist: -0.9%; HepG2 viability: 0.6%; TGFb SMAD3 inh: -2.3%; Nrf2 ARE act: 9.0%

What do the screens show for `C=C1CCN([C@H](C(=O)NCc2ccc(Cl)cc2)C(C)C)S(=O)(=O)c2ccccc21`?
EPAC2 antagonist: -2.2%; HepG2 viability: -4.1%; Nrf2 block: 13.1%; MCF10A rereplic: -15.5%; TGFb SMAD3 inh: 0.1%; A549 tox: -0.9%; S2 tox: inactive; Nrf2 ARE act: -0.4%; ATXN2 expr inh: 2.4%

What do the screens show for `COC(=O)CN(c1cccc(C)c1)S(=O)(=O)c1ccccc1`?
EPAC2 antagonist: -14.0%; HepG2 viability: 6.3%; Nrf2 block: 15.3%; MCF10A rereplic: 2.3%; TGFb SMAD3 inh: -4.4%; A549 tox: 1.0%; S2 tox: inactive; Nrf2 ARE act: -0.2%; ATXN2 expr inh: 6.5%

How did Nc1ccc(C(=O)NCCCSc2ccccc2)cc1[N+](=O)[O-] do in these assays?
EPAC2 antagonist: -6.1%; HepG2 viability: 2.5%; Nrf2 block: inconclusive; MCF10A rereplic: 8.2%; TGFb SMAD3 inh: -10.2%; A549 tox: 0.9%; S2 tox: inactive; Nrf2 ARE act: 0.2%; ATXN2 expr inh: -13.0%

How did Cc1cc(C)c(NC(=O)COC(=O)C23CC4CC(CC(O)(C4)C2)C3)c(Cl)c1 do in these assays?
EPAC2 antagonist: 1.7%; HepG2 viability: 4.3%; Nrf2 block: inconclusive; MCF10A rereplic: -0.5%; TGFb SMAD3 inh: -10.5%; A549 tox: 4.4%; S2 tox: inactive; Nrf2 ARE act: 0.6%; ATXN2 expr inh: 5.8%

What do the screens show for `CN(Cc1ccccc1)C(=S)Nc1cccnc1`?
EPAC2 antagonist: 14.7%; HepG2 viability: -4.8%; Nrf2 block: 9.7%; MCF10A rereplic: 12.5%; TGFb SMAD3 inh: 1.3%; A549 tox: -17.4%; S2 tox: inactive; Nrf2 ARE act: 0.3%; ATXN2 expr inh: -8.2%

How did Nc1ncnc2c1ncn2[C@@H]1O[C@H](C(=O)N2CCN(c3ccc(Cl)cn3)CC2)[C@@H](O)[C@H]1O do in these assays?
EPAC2 antagonist: -4.4%; HepG2 viability: -5.9%; TGFb SMAD3 inh: 0.5%; S2 tox: inactive; Nrf2 ARE act: -0.3%; ATXN2 expr inh: 3.6%

Results for O=C(N/N=C/c1ccc(Cl)cc1)c1cc(-c2cccnc2)nc2ccccc12 ?
EPAC2 antagonist: 1.7%; HepG2 viability: 1.5%; Nrf2 block: 16.1%; MCF10A rereplic: inconclusive; TGFb SMAD3 inh: -30.8%; A549 tox: inconclusive; S2 tox: inactive; Nrf2 ARE act: 0.4%; ATXN2 expr inh: -8.1%

What do the screens show for `Cc1cc(S(=O)(=O)NCC(c2ccco2)S(=O)(=O)c2cccs2)ccc1F` (configuration not stated)?
HepG2 viability: -20.5%; TGFb SMAD3 inh: inconclusive; A549 tox: -0.7%; Nrf2 ARE act: inconclusive

How did N#CC1=C(c2ccc(-c3ccccc3)cc2)COC1=O do in these assays?
EPAC2 antagonist: 1.0%; HepG2 viability: -5.2%; Nrf2 block: 5.3%; MCF10A rereplic: inconclusive; TGFb SMAD3 inh: 19.9%; A549 tox: 6.8%; S2 tox: inactive; Nrf2 ARE act: 3.0%; ATXN2 expr inh: -30.2%

Results for CC(c1nnc(SCC(=O)Nc2ccc3[nH]c(=O)[nH]c3c2)n1Cc1ccccc1)N(C)C (configuration not stated) ?
EPAC2 antagonist: -1.7%; HepG2 viability: -1.7%; Nrf2 block: 2.5%; MCF10A rereplic: 7.6%; TGFb SMAD3 inh: 9.5%; A549 tox: -6.9%; S2 tox: inactive; Nrf2 ARE act: -0.2%; ATXN2 expr inh: -2.1%

What do the screens show for `Cc1ccc(C(=O)Nc2sc3c(c2C(=O)O)CCCCC3)o1`?
EPAC2 antagonist: 1.2%; HepG2 viability: -62.4%; Nrf2 block: inconclusive; MCF10A rereplic: inconclusive; TGFb SMAD3 inh: -7.3%; A549 tox: inconclusive; S2 tox: inactive; Nrf2 ARE act: -0.2%; ATXN2 expr inh: -25.5%

What do the screens show for `CCOC(=O)C1=C(C)N=C2SCCC(=O)N2C1c1cc(Br)ccc1OC` (configuration not stated)?
EPAC2 antagonist: 6.6%; HepG2 viability: 3.8%; Nrf2 block: 7.9%; MCF10A rereplic: inconclusive; TGFb SMAD3 inh: 14.7%; A549 tox: -4.6%; S2 tox: inactive; Nrf2 ARE act: -0.3%; ATXN2 expr inh: -11.9%

How did O=C(Nc1ccccc1)Nc1ccc(S(=O)(=O)N2CCCCC2)cc1 do in these assays?
EPAC2 antagonist: -4.3%; HepG2 viability: -52.6%; Nrf2 block: -23.4%; MCF10A rereplic: -8.2%; TGFb SMAD3 inh: inconclusive; A549 tox: -13.2%; S2 tox: inconclusive; Nrf2 ARE act: -0.7%; ATXN2 expr inh: -0.8%

What do the screens show for `C/C(CC(=O)Nc1ccc(N(C)C)cc1)=N\NC(=O)c1ccccn1`?
EPAC2 antagonist: -1.4%; HepG2 viability: 30.5%; MCF10A rereplic: 19.0%; TGFb SMAD3 inh: 35.8%; A549 tox: -1.3%; S2 tox: inactive; Nrf2 ARE act: 0.1%; ATXN2 expr inh: 32.7%

What do the screens show for `COC(=O)C(CCSC)NC(=O)c1cc2c(n(-c3ccccc3)c1=O)CCCC2=O` (configuration not stated)?
EPAC2 antagonist: -1.5%; HepG2 viability: 16.9%; Nrf2 block: -2.9%; MCF10A rereplic: inconclusive; TGFb SMAD3 inh: 10.8%; A549 tox: -0.9%; S2 tox: inactive; Nrf2 ARE act: 0.1%; ATXN2 expr inh: 5.8%

Results for CC(C)CN1CCc2nc(N3CCN(C)CC3)ncc2C1 ?
HepG2 viability: 10.0%; TGFb SMAD3 inh: 10.8%; A549 tox: -16.3%; S2 tox: inactive; Nrf2 ARE act: 4.5%; ATXN2 expr inh: 13.5%

Results for O=C(NCc1ccccc1Cl)c1ccc(Nc2nc3ccccc3n3nnnc23)cc1 ?
HepG2 viability: 8.8%; Nrf2 block: inconclusive; TGFb SMAD3 inh: 2.0%; A549 tox: 2.0%; Nrf2 ARE act: 6.3%

What do the screens show for `N#Cc1cn(Cc2cccc(Cl)c2)c2ccccc12`?
EPAC2 antagonist: -11.8%; HepG2 viability: 16.3%; Nrf2 block: inconclusive; MCF10A rereplic: inconclusive; TGFb SMAD3 inh: -6.2%; A549 tox: -0.6%; S2 tox: inactive; Nrf2 ARE act: -0.2%; ATXN2 expr inh: -5.9%

How did CN(C(=O)c1cncc(Br)c1)C1C2CC3CC(C2)CC1C3 (configuration not stated) do in these assays?
EPAC2 antagonist: 3.9%; HepG2 viability: 19.6%; Nrf2 block: 8.1%; MCF10A rereplic: 0.3%; TGFb SMAD3 inh: 1.1%; A549 tox: -13.8%; S2 tox: inactive; Nrf2 ARE act: 2.2%; ATXN2 expr inh: 16.6%
